# Efflux pump inh: inhibitors of Candida antifungal efflux pumps expressed in yeast | inhibition, % at 10 µM | S. cerevisiae Candida pump triplex, Nile Red efflux | 330,000 tested, 0.44% active;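 active = plate passing quality check with inhibition over a set limit, or well fluorescence over plate mean plus 4 SD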;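 note: Nile Red retained in pooled yeast measured as flow cytometry median fluorescence; 0% = buffer negative control and 100% = Enniatin B positive control; higher means more Nile Red kept so more efflux inhibition; some compounds called inactive have numbers as strong as hits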
# PREPL inhibitor: inhibits the human prolyl oligopeptidase-like enzyme | AID 2751 | inhibition, % at 5.96 µM | 320,000 tested, 0.68% active | Q4J6C6 | recombinant PREPL, fluorescence polarization activity-based probe; in the data active = inhibition above about 43%;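 note: 0% = enzyme with DMSO and 100% = wells lacking enzyme; many of its hits are not listed in these tables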
# PP1 inh: blocks human PP1-alpha phosphatase, a PP5 counter-screen; P62136; purified PP1alpha, OMFP fluorescence; inhibition, % at 6.7 µM; 320,000 tested, 0.9% active; AID 2235;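 active = inhibition above the mean inhibition of all tested compounds plus 3 SD, computed separately for each screening campaign, cut at about 15% in these data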
# Target sequence (P62136 whole entry, looked up): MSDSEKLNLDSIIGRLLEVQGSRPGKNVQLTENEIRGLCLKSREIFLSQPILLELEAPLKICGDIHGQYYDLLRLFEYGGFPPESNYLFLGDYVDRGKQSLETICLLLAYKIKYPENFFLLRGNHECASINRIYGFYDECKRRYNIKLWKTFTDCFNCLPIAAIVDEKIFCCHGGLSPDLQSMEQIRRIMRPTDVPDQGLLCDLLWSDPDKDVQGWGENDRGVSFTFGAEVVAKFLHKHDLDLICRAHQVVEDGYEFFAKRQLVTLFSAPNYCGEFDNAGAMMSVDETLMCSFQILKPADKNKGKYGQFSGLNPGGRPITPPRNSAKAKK
# ZTA DNA inh: blocks Epstein-Barr virus ZTA, an EBNA-1 counter-screen; P03206; ZTA-DNA binding, fluorescence polarization; inhibition, % at 11 µM; 320,000 tested, 0.15% active; AID 2234; in the data active = inhibition above about 33%
# Target sequence (P03206 whole entry, looked up): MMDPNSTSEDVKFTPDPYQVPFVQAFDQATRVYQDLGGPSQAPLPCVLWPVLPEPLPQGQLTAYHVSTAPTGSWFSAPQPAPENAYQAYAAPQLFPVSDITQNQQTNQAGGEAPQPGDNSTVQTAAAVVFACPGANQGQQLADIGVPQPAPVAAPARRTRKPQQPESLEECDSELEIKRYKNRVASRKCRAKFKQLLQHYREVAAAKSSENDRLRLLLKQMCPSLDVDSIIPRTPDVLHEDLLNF
# TPT1 inh: C. albicans TPT1 enzyme inhibition; recombinant caTPT1, FP RNA substrate dephosphorylation; inhibition, % at 5 µM; 300,000 tested, 0.81% active; AID 1962;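 active = inhibition above the mean of all tested compounds plus 3 SD, set per screening campaign, cut at about 24% in these data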;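 note: plate controls were DMSO alone for no effect and ferristatin control at 100 nM for full effect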
# CTSL1 counter: cathepsin L1 inhibition, PFM18AAP counter-screen | recombinant F. hepatica cathepsin L1, Z-Leu-Arg-MCA fluorescence | inhibition, % at 5.96 µM | 300,000 tested, 0.49% active;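 active = inhibition above the mean of all tested compounds plus 3 SD, set per screening campaign, cut at about 17% in these data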;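 note: 0% = plate median of test compound wells and 100% = 1 µM Z-Phe-Ala-diazomethylketone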
# PP5 inh: blocks human protein phosphatase 5 activity; 320,000 tested, 0.18% active; inhibition, % at 6.7 µM; P53041; purified PP5c, OMFP substrate fluorescence;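 active = inhibition above the campaign's mean inhibition across all tested compounds plus 3 SD, cut at about 9.5% in these data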;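 note: 0% = DMSO only and 100% = 100 µM cantharidin control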
# core dimer inh: HCV core protein dimerization inhibition | TR-FRET GST/Flag-core106 dimerization, 1536-well | AID 1899 | 300,000 tested, 0.33% active | inhibition, % at 5 µM;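 active = inhibition above the mean of all tested compounds plus 3 SD, set per screening campaign, cut at about 45% in these data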
#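 Material: Tagged HCV core106 pair (GST and Flag) | Amount: GST-core106 13.5 nM, Flag-core106 17 nM | Medium: KF-containing HEPES buffer, pH 7.45, DTT, CHAPS, BSA | Reagent: Eu donor and XL665 acceptor anti-tag antibodies | Schedule: 4 h at 22.5 °C | Technique: Time-resolved FRET, ex 340 nm, em 617 and 671 nm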
# EBNA-1 inh: blocks EBNA-1 binding to DNA. EBNA-1 DNA binding, fluorescence polarization. inhibition, % at 14.8 µM. 300,000 tested, 0.34% active. AID 1950; in the data active = inhibition above about 28%
# The depositor's hits bear a star; x = no result given. Not all compounds are listed (hit frequency here may not be typical).
compound	Efflux pump inh	PREPL inhibitor	PP1 inh	ZTA DNA inh	TPT1 inh	CTSL1 counter	PP5 inh	core dimer inh	EBNA-1 inh
COc1ccc(N(CC(=O)NCc2ccco2)S(=O)(=O)c2c(C)nn(C)c2C)cc1	-0.2	-5	1	-14	-5	0	1.3	-12	-6
Cc1cccc(C(=O)NNC(=O)CSc2nnc(C(C)C)n2C)c1	0.2	-3	-1	-5	0	0	2.7	-6	-2
Cc1cccc(C(C)C)c1NC(=O)C1CCN(S(=O)(=O)c2ccccc2)CC1	-0.1	2	-1	-6	0	1	1.9	2	-8
COCC(C)NC(=O)c1cc(-c2ccc(O)cc2)on1 (stereo not given)	0.1	15	0	1	1	2	1.3	-8	-2
CNc1oc(Cc2ccccc2)nc1S(=O)(=O)c1ccc(Cl)cc1	0.8	0	-2	-11	-1	11	2.3	-1	1
Cc1ccc(-c2nc3ccccc3c(=O)n2Cc2ccccc2)cc1	0.8	14	4	8	2	-4	3.5	8	-2
Cc1ccc(C(=O)N2CCN(Cc3ccc4c(c3)OCO4)CC2)cc1C	0.0	10	0	3	-2	-2	1.1	3	1
COc1ccc(/C=N/N2CCOCC2)cc1COc1ccc(Cl)cc1	0.0	20	0	-1	0	3	-2.0	-5	-16
O=C(NCCS(=O)(=O)N1CCN(Cc2ccccc2)CC1)c1ccc(F)cc1	0.0	-7	-6	8	-2	-1	-1.0	2	8
COc1cc(/C=C/C(=O)N2CCc3ccccc3C2)cc(OC)c1OC	0.6	3	1	9	-3	3	-0.5	-1	17
C/C(=N\NC(=O)c1ccc(OC2OCCOC2Oc2ccc(C(=O)N/N=C(\C)c3ccncc3)cc2)cc1)c1ccncc1 (stereo not given)	0.0	9	2	7	2	1	0.2	7	-3
Cc1cc(C)nc(SCC(=O)Nc2cccc(S(=O)(=O)N(C)C)c2)n1	0.0	2	3	-16	-1	-1	1.1	-1	-6
Nc1c(C(=O)NCCc2ccccc2)nnn1Cc1ccc(Br)cc1F	-0.2	-11	4	1	2	1	-0.1	13	5
CCOc1cc(/C=N/NC(N)=O)cc(Br)c1OCC(=O)Nc1cccc2ccccc12	0.0	10	5	13	1	-1	1.2	38	8
COc1ccc(CCNc2oc(COc3ccccc3F)nc2C#N)cc1OC	0.0	6	0	3	-1	3	-0.7	5	5
CC1=NN(/C(=N\c2nnc(C)s2)Nc2ccc(C)cc2)[C@H](c2ccc(C)cc2)S1	0.1	3	2	-15	-3	1	2.8	3	4
Cc1cccc(COCC(Cc2ccccc2)N2CCN(C(=O)c3cc(Cl)cc(Cl)c3)CCC2=O)c1 (stereo not given)	0.4	4	4	0	-2	-2	8.0	6	-9
COc1cc(NC(=O)c2ccccc2)c(OC)cc1Cl	0.0	-2	-2	6	-3	0	0.3	1	5
COc1cc(OC)cc(C(=O)NCC(=O)OCC(=O)C(C)(C)C)c1	-0.1	5	-2	-4	-1	-9	-0.4	5	-4
COC(=O)c1cc(CN2CCN(c3ccccc3)CC2)ccc1O	0.0	8	-4	-6	-2	-3	0.3	3	-1
CCN(CC)S(=O)(=O)c1ccc(/C=C/C(=O)OCC(=O)Nc2cccnc2Cl)cc1	0.3	15	0	-5	x	x	3.2	x	x
CC(C)C(=O)NCC(c1cccs1)S(=O)(=O)c1ccc(F)cc1 (stereo not given)	-0.2	-1	-2	12	-1	1	-0.2	5	4
Cn1c2c(c(=O)n3ncnc13)CCCC2	-0.1	7	-5	-29	0	-4	2.9	-4	-3
CC(=O)c1cc2c(cc1NC(=O)Cc1ccsc1)OCO2	0.1	18	0	-26	x	x	3.3	x	x
Clc1cccc(Nc2nc(N3CCOCC3)nc(N3CCOCC3)n2)c1	0.0	2	4	-13	0	5	2.6	-15	1
O=C(CCNC(=O)Cn1ccc2ccccc2c1=O)NCCN1CCc2ccccc2C1	-0.3	14	-4	-7	-4	-2	1.7	2	5
CN1CCN(C(CNS(=O)(=O)c2ccc(F)cc2)c2cccnc2)CC1 (stereo not given)	0.1	8	-1	0	-1	0	0.5	-3	5
CCC(=O)Nc1ccc(-c2nc(-c3ccccc3)n(CC(=O)N3CCCCC3)n2)cc1	-0.1	8	0	-14	-7	6	1.0	2	-3
N#Cc1ccc(CSc2nnc(Nc3ccccc3)s2)cc1	0.2	-6	7	-2	-1	2	-0.4	22	7
COCCCN(C(C)=O)c1nc(-c2ccccc2)cs1	0.0	4	-5	-13	-3	1	5.3	-2	-4
O=C(NCCCn1ccnc1)c1ccco1	-0.1	-9	1	4	-2	-2	-0.8	3	15
O=C(Nc1ccc2ccccc2c1)c1cccnc1	0.0	-2	-1	5	0	1	0.1	3	-2
COC(=O)c1ccc(CSc2nnc(-c3c[nH]c4ccccc34)n2-c2ccccc2)cc1	0.2	7	10	-10	-4	-1	7.5	21	-8
Cc1nn2c(-c3ccc(Cl)cc3Cl)nnc2s1	0.1	2	-1	-2	-2	2	1.7	-7	9
O=C1c2ccccc2C(=O)N1CCOc1ccccc1Cl	0.5	17	2	-15	-3	1	1.8	-13	-13
COCCCNC(=O)c1ccc(Cn2c(=O)c3ccccc3n(Cc3ccccc3C#N)c2=O)cc1	0.2	-20	-1	6	0	0	1.4	3	33*

# Arranged by molecular weight (highest first): some entries from above.
compound	Efflux pump inh	PREPL inhibitor	PP1 inh	ZTA DNA inh	TPT1 inh	CTSL1 counter	PP5 inh	core dimer inh	EBNA-1 inh
CCN(CC)S(=O)(=O)c1ccc(/C=C/C(=O)OCC(=O)Nc2cccnc2Cl)cc1	0.3	15	0	-5	x	x	3.2	x	x
COC(=O)c1ccc(CSc2nnc(-c3c[nH]c4ccccc34)n2-c2ccccc2)cc1	0.2	7	10	-10	-4	-1	7.5	21	-8
O=C(CCNC(=O)Cn1ccc2ccccc2c1=O)NCCN1CCc2ccccc2C1	-0.3	14	-4	-7	-4	-2	1.7	2	5
CCC(=O)Nc1ccc(-c2nc(-c3ccccc3)n(CC(=O)N3CCCCC3)n2)cc1	-0.1	8	0	-14	-7	6	1.0	2	-3
CN1CCN(C(CNS(=O)(=O)c2ccc(F)cc2)c2cccnc2)CC1 (stereo not given)	0.1	8	-1	0	-1	0	0.5	-3	5
Clc1cccc(Nc2nc(N3CCOCC3)nc(N3CCOCC3)n2)c1	0.0	2	4	-13	0	5	2.6	-15	1
N#Cc1ccc(CSc2nnc(Nc3ccccc3)s2)cc1	0.2	-6	7	-2	-1	2	-0.4	22	7
CC(=O)c1cc2c(cc1NC(=O)Cc1ccsc1)OCO2	0.1	18	0	-26	x	x	3.3	x	x
O=C1c2ccccc2C(=O)N1CCOc1ccccc1Cl	0.5	17	2	-15	-3	1	1.8	-13	-13
COCCCN(C(C)=O)c1nc(-c2ccccc2)cs1	0.0	4	-5	-13	-3	1	5.3	-2	-4
Cc1nn2c(-c3ccc(Cl)cc3Cl)nnc2s1	0.1	2	-1	-2	-2	2	1.7	-7	9
O=C(Nc1ccc2ccccc2c1)c1cccnc1	0.0	-2	-1	5	0	1	0.1	3	-2
O=C(NCCCn1ccnc1)c1ccco1	-0.1	-9	1	4	-2	-2	-0.8	3	15
Cn1c2c(c(=O)n3ncnc13)CCCC2	-0.1	7	-5	-29	0	-4	2.9	-4	-3

# The results go on.
compound	Efflux pump inh	PREPL inhibitor	PP1 inh	ZTA DNA inh	TPT1 inh	CTSL1 counter	PP5 inh	core dimer inh	EBNA-1 inh
CCCCOCC(O)CCc1n[nH]c(=S)n1-c1ccccc1 (stereo not given)	0.3	4	0	-7	-1	-6	-0.6	4	-12
O=C(CSc1nccc(=O)[nH]1)Nc1ccc(F)c(Cl)c1	0.0	13	-2	6	-3	3	1.8	-3	1
Cc1cc(O)c2c(CN3CCN(Cc4ccccc4)CC3)cc(=O)oc2c1	0.0	4	2	-7	1	-4	2.7	-2	-8
C/C=C/COc1nc2c(c(=O)n(C)c(=O)n2C)n1C	-0.1	0	3	-6	-5	-2	1.1	-3	-13
Cn1c(=O)n(Cc2ccccc2)c(=O)c2c1nc1n2CCCN1Cc1ccccc1	0.4	18	-2	5	-4	2	-0.4	7	-4
CCc1ccc2c(CN(C)Cc3ccccc3OC)cc(=O)oc2c1	-2.9	-6	2	8	-1	-3	2.6	9	-4
Cc1nnc2sc(SCc3ccc(Cl)cc3)nn2c1=O	-0.1	2	-6	-22	1	-1	-0.4	5	-3
O=C(NCCCN1CCOCC1)c1onc(CSc2ccccn2)c1C(=O)NCCCN1CCOCC1	-0.1	5	-2	5	0	-4	-2.8	10	15
CCCCCc1cc(O)c2c(C)cc(=O)oc2c1	-0.2	-2	-2	-7	-3	2	-0.7	7	4
Cc1ccc(CS(=O)(=O)Cc2ccc(C(=O)NCc3cccs3)o2)cc1	0.1	1	1	12	0	3	-0.8	-4	3
O=c1cc(CNc2cc(C(F)(F)F)cc(C(F)(F)F)c2)nc2sccn12	0.9	-31	6	-3	1	11	7.5	-3	-4
Cc1ccsc1C(=O)OCc1csc(-c2ccccc2)n1	0.0	1	4	-10	-8	-1	1.5	1	-2
COc1ccc(NC(=S)N(CCCN2CCOCC2)C(C)c2cc3cccc(OC)c3o2)cc1 (stereo not given)	-0.2	-4	1	0	2	0	1.6	6	2
Cc1onc(C(=O)Nc2cccc(C(F)(F)F)c2)c1[N+](=O)[O-]	-0.1	-3	0	5	-3	1	4.9	-1	9
CN(Cc1ccon1)Cc1cn(C)nc1-c1cccc(Cl)c1	0.8	21	-3	-2	-2	-4	-0.2	-11	-1
Cc1c(NS(=O)(=O)c2ccc(Cl)c(C(=O)OC(C)C(=O)N3CCOCC3)c2)c(=O)n(-c2ccccc2)n1C (stereo not given)	0.1	4	-3	20	-2	4	0.2	-70	4
CC(=O)c1cc(C#N)c(N2CCN(c3ccccc3)CC2)nc1C	0.0	9	1	-19	-4	-1	1.6	-1	4
CCOC(=O)c1[nH]c2cc3c(cc2c1NC(=O)CN1CCCC1)OCO3	0.0	13	-4	-15	-2	1	2.6	2	-3
O=C(N/N=C/C=C/c1ccccc1)C1CC1c1ccccc1 (stereo not given)	-0.1	-67	4	15	-1	3	4.8	-8	-9
COc1ccc(CNC(=O)c2cc3cc(OC)ccc3oc2=O)cc1	0.3	2	4	2	0	1	8.3	4	-4
O=C(C1CCCN(c2ncnc3c2nc2n3CCCCC2)C1)N1CCN(c2cccc(Cl)c2)CC1 (stereo not given)	0.5	-18	2	-7	-2	0	3.0	12	-3
CCCCNC(=O)C1CCN(S(=O)(=O)N2CCOCC2)CC1	0.1	-3	-7	13	-4	-4	-1.3	2	7
COCCn1c(N)c(N(Cc2ccccc2)C(=O)CSCC(=O)Nc2ccc(OC)cc2)c(=O)[nH]c1=O	-0.1	18	-2	-2	-3	2	-0.5	-4	7
CCC(C)(C(=O)NC1CCCC1)N(C(=O)c1cnccn1)c1ccccc1 (stereo not given)	-0.3	0	1	-18	0	-1	1.3	-4	6

# From PubChem BioAssay
